Assay outcomes (PubChem BioAssay)
STEP block – inhibitors of human striatal-enriched phosphatase STEP | inhibition, % at 20 µM | AID 588621 | recombinant STEP, OMFP fluorogenic substrate, fluorescence | 360,000 compounds, 0.25% hits;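 active = inhibition at 20 µM, scaled per plate between control wells, above about 37%, limit read from the data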;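 note: 0% = DMSO with enzyme and substrate and 100% = substrate only without enzyme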
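Assay system: isolated STEP enzyme / Timing: 20 min at room temperature, dark / Doses: 20 µM, 1% DMSO / Technique: fluorescence intensity, excitation 480 nm, emission 540 nm / Reagent: fluorogenic phosphatase substrate OMFP at 25 µM final / Measure: percent inhibition scaled to no-enzyme and uninhibited-enzyme controls, plate-pattern corrected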
SUMO1-SIM PPI – alters human SUMO1 binding to SIM partners. P63165. SUMO1 binding to a labelled peptide, TR-FRET, 1 h. inhibition, % at 20 µM. 360,000 compounds, 0.33% hits; in the data active = inhibition above about 37%
Target sequence (P63165 whole entry, looked up): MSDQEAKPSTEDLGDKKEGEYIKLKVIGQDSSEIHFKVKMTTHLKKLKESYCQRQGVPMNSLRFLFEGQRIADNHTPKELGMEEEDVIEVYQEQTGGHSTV
LMPTP inh – LMPTP (human) inhibition; recombinant LMPTP-A, OMFP fluorogenic substrate, fluorescence intensity; inhibition, % at 20 µM; 360,000 compounds, 0.22% hits; AID 651560;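 active = compounds that cut the enzyme signal by at least half of the control window in the single-dose screen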;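 note: plate controls were DMSO wells with enzyme plus substrate for no effect and substrate without enzyme for full effect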
Target sequence (P24666 whole entry, looked up): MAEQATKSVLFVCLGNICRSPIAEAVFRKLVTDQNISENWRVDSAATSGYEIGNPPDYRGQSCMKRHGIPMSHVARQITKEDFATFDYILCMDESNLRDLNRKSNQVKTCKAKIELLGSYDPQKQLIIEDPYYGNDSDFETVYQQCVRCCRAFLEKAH
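Assay system: LMPTP-A enzyme. Input: 0.625 nM LMPTP-A final. Probe or stimulus: 400 µM OMFP. Compound dosing: single 20 µM dose. Schedule: 50 min dark incubation at room temperature. Detection: fluorescence intensity of OMFP turnover product. Read-out: percent inhibition versus substrate-only and uninhibited controls. Benchmarks: no-enzyme low control, uninhibited high control.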
Tb MetRS inh – blocks T. brucei methionyl-tRNA synthetase activity; inhibition, % at 11.9 µM; 360,000 compounds, 0.4% hits; purified T. brucei MetRS, ATP depletion, Kinase-Glo luminescence;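 active = inhibition above a per-plate cutoff of the control wells' mean inhibition plus 3 SD, cut at about 5.5% in these data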;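 note: 0% = DMSO wells median and 100% = median of wells with control inhibitor compound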
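Test system – parasite MetRS enzyme · Reagent – substrates ATP, L-methionine and bulk Escherichia coli tRNA · Doses – 11.9 µM compound single dose, 0.9% DMSO · Times – 15 min enzyme-compound preincubation, 2 h reaction, 10 min detection, 25 °C · Signal – Kinase-Glo luminescence, ATP depletion format · Controls – DMSO-only wells as low control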
Rpn11 inh – blocks the human proteasome subunit Rpn11; calls only at 20 µM; human 26S proteasome, Ub4-pepOG fluorescence polarization; 20S core pre-blocked with epoxomicin; 360,000 compounds, 0.59% hits; AID 588493; O00487;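 active = inhibition at 20 µM, scaled to each plate's controls, above about 33%, limit read from the data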
CSN deneddyl inh – blocks human CSN-mediated cullin deneddylation; Purified CSN, SCF-Nedd8-OG deneddylation, fluorescence polarization; inhibition, % at 12.5 µM; 360,000 compounds, 0.38% hits; AID 651999;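 active = pattern-corrected inhibition above about 35%, with an unprinted fluorescence ratio check between 0.5 and 1.5, limit read from the data, passing the limit was not always enough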;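 note: 0% = enzyme with substrate and 100% = substrate without enzyme; some results filed as inactive read as strong as hits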
Target sequence (Q92905 whole entry, looked up, one chain of several): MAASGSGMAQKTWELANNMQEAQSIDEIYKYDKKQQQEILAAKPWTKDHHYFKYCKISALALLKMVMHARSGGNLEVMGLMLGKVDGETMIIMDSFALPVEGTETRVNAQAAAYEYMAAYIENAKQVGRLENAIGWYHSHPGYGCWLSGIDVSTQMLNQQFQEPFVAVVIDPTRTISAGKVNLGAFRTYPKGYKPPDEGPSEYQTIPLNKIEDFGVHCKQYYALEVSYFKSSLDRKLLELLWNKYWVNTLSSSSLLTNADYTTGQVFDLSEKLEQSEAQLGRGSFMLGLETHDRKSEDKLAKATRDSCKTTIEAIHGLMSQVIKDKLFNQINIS
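test system = HEK293T-derived human Csn5 enzyme | amount = 0.24 nM Csn5 enzyme, final concentration | medium = Tris/NaCl/DTT buffer, pH 7.5 | schedule = 90 min reaction at room temperature | signal = FP | evaluation = inhibition of Csn5 cleavage, % | compound dosing = single dose of 12.5 µM compound with 0.25% DMSO | probe or stimulus = 10 nM SCFSkp2-Nedd8OG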
DNMT1 block – inhibitors of human DNMT1; 360,000 compounds, 0.83% hits; AID 588458; DNMT1 molecular beacon, Hinp1I cleavage, fluorescence; inhibition (reported as % activation of signal), % at 10 µM; P26358; in the data active = inhibition above about 50%
PABP1 MLLE inh – blocks PAM2 peptide binding to the PABP1 MLLE domain; 360,000 compounds, 0.36% hits; inhibition, % at 20 µM; P11940; GST-MLLE / FITC-PAM2 fluorescence polarization; in the data active = inhibition above about 35%, passing the limit was not always enough;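 note: plate controls were DMSO wells with GST-MLLE for no effect and wells lacking GST-MLLE protein for full effect; some results filed as inactive read as strong as hits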
NadD block – blocks S. aureus nicotinate mononucleotide adenylyltransferase; purified NadD enzyme, colorimetric absorbance read-out; 360,000 compounds, 0.78% hits; inhibition, % at 20 µM; in the data active = inhibition above about 26%; note: some compounds past the cut are filed as inactive
Scp1 inh – Scp-1 (human) phosphatase inhibition; Q9GZU7; Recombinant Scp1, phosphopeptide, malachite green phosphate absorbance; inhibition, % at 20 µM; 340,000 compounds, 0.88% hits;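 active = inhibition above about 50% at 20 µM, limit read from the data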;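 note: plate controls were DMSO wells with enzyme for no effect and wells lacking enzyme for full effect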
Target sequence (Q9GZU7 76-261 limits assumed): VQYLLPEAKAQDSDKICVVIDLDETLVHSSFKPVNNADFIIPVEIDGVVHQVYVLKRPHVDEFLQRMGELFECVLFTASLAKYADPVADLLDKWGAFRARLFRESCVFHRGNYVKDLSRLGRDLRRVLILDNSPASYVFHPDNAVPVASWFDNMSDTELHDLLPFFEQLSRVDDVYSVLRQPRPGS
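Material – SCP-1 phosphatase catalytic domain, residues 76-261 · Buffer or medium – Acidic Tris acetate buffer with magnesium and detergent · Also added – Phospho 17-mer peptide substrate · Compound – single 20 µM dose, 1% DMSO · Times – 45 min room-temperature reaction, 5 min colour, 30 min stabiliser · Technique – Phosphate-binding colour reagent, absorbance read at 630 nm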
Active calls of the source: *; i = inactive; · = no result given.

SMILES	STEP block	SUMO1-SIM PPI	LMPTP inh	Tb MetRS inh	Rpn11 inh	CSN deneddyl inh	DNMT1 block	PABP1 MLLE inh	NadD block	Scp1 inh
Cc1ccc2c(c1)NC(=O)C(N1CCOCC1)(C(F)(F)F)O2 (stereo not given)	-1	1	0.1	-0.6	i	0	10	-4	10	-10
CCNc1ccccc1C(=O)O	0	5	-1.0	1.6	i	1	2	-9	6	1
COc1ccc(CCNC(=O)CCSc2nc(-c3ccco3)cc(C(F)(F)F)n2)cc1OC	2	-2	0.7	-0.5	i	-6	-4	-12	-9	-15
CCCCC[C@@H](C)N1C[C@@H](COCc2ccccc2)Oc2cc(N3CCC[C@H]3CO)ccc2S1(=O)=O	·	5	4.7	-0.2	·	-2	·	·	-7	·
COC(=O)Nc1nc(-c2cc(Cl)ccc2Cl)cs1	-1	5	-0.7	-0.2	i	-1	0	-15	-3	-3
CCc1cccc(NC(=O)CN2C(=O)NC3(CCCCCCC3)C2=O)c1	2	-1	0.5	0.4	i	2	9	-2	-5	1
O=C(O)C1CC(=O)N(c2ccc(OCc3ccccc3Cl)cc2)C1 (stereo not given)	4	5	-1.4	0.1	i	-2	-1	-4	1	3
Cc1cc(C)c(CN2CCC(N3CCC(C(=O)NCC4CCCO4)CC3)CC2)cc1C (stereo not given)	-4	3	-0.7	0.4	i	-3	2	-8	-4	-9
Cc1cccn2c(=O)c3cc(C(=O)NCc4ccco4)c(=N)n(CCOCCO)c3nc12	4	-4	5.1	0.3	i	-5	26	58*	2	7
CCCCn1c(CCCNC(=O)c2ccco2)nc2ccccc21	-3	-2	4.5	0.0	i	6	1	-8	-1	-2
CCN1CCN(CC(=O)Nc2nc3ccccc3s2)CC1	-2	0	-1.5	-0.5	i	3	2	-4	-2	-12
c1ccc(NC(c2ccccc2)c2ccncc2)cc1 (stereo not given)	-2	-2	-0.1	-0.3	i	-7	-4	16	1	-1
CCn1ccc(C(=O)Nc2ccccc2Cl)n1	1	15	1.7	-0.9	i	-5	9	9	0	-3
COC(=O)c1cc(S(=O)(=O)N2CCN(C(=O)c3ccco3)CC2)cn1C	1	4	-1.2	0.7	i	3	1	7	-4	-11
COCCNC(=S)N1CCCN(c2nc3cc(C)ccc3cc2C#N)CC1	0	-11	-0.3	0.2	i	-4	-16	-90	-3	-8
COc1ccc(CNC(=O)c2cc3cccc(O)c3oc2=N)cc1	0	-22	18	-0.2	i	13	-7	-78	6	-8
CCn1c(COc2ccccc2)nnc1SCC(=O)C(C)(C)C	-3	-1	-1.3	-1.4	i	-9	-1	-31	2	-1
COc1cc(NC(=O)C(=O)NNC(=O)C2CCCCC2)c(OC)cc1Cl	-2	0	-1.8	-0.3	i	2	2	-5	1	2
COc1ccccc1OCC(=O)NN1Cc2ccccc2C1=N	1	-3	-1.5	-0.5	i	-2	3	11	1	-2
CCOc1cccc(CN2CCC(Oc3ccc(C(=O)N4CCCC4)cc3)CC2)c1	1	0	0.1	0.1	i	-1	-1	-10	-4	-5
Fc1ccc(-c2nnc(CSc3nnc(-c4ccc5c(c4)OCO5)o3)o2)cc1	0	2	-1.1	0.4	i	2	3	-30	-3	-6
COc1ccc(NC(=S)NCc2ccccc2)c(OC)c1	3	4	0.4	-0.6	i	-4	0	-53	1	6
COc1ccc(CCC(C)Nc2ccc(F)cc2)cc1 (stereo not given)	-3	2	3.1	-0.5	i	-2	-4	-6	6	0
CCCc1[nH]nc2c1C(c1ccc(OCCN3CCOCC3)c(OCC)c1)C(C#N)=C(N)O2 (stereo not given)	-1	-1	-0.5	0.3	i	0	1	7	-3	-1
CN(C)c1ccc(C(=O)/C=C/c2ccc(Br)cc2)cc1	0	-7	1.3	0.4	i	1	2	-26	11	-1
Cc1ccc(-c2cc(C(F)F)n3ncc(C(=O)N4CCCCC4c4cccnc4)c3n2)cc1 (stereo not given)	0	-25	0.1	0.3	i	2	1	4	8	-5
Cc1ccc(N2NC(=O)/C(=C/c3ccc(-c4ccc(Cl)c(C(=O)O)c4)o3)C2=O)cc1	11	18	5.7	-0.8	i	15	29	1	4	43
Cc1cc2[nH]c(=O)c(=O)[nH]c2cc1S(=O)(=O)NCc1ccc(Cl)cc1	-2	10	0.0	0.9	i	-2	1	-1	-2	-4
CCN(CC(=O)N1CCN(C)CC1)S(=O)(=O)c1ccc(Cl)cc1	-4	-3	-1.2	-1.4	i	0	1	-8	-5	-7
COC(=O)[C@@H](NC(=O)NC(C)CCc1ccccc1)C(C)C (stereo not given in full)	-18	-1	-1.4	-1.5	i	-1	0	16	3	0
CC(=O)NNC(=S)NC(=O)C(c1ccccc1)c1ccccc1	2	7	-2.2	-0.5	i	0	-1	-10	3	-11
CC(C)(C)c1ccc(NC(=O)CSc2nnc(-c3n[nH]c4ccccc34)o2)cc1	-2	0	4.2	-0.6	i	-2	-14	-125	6	-9
CC1CC1C(=O)OCC(=O)Nc1ccccc1Oc1ccccc1 (stereo not given)	-1	2	1.2	-0.1	i	1	3	9	-6	-12
CCc1nnc(NC(=O)c2cc([N+](=O)[O-])ccc2N2CCOCC2)s1	2	-21	-1.7	-0.4	i	14	2	-3	-4	-7
Cc1cc(C)cc(N(C(=O)c2ccccn2)C(C(=O)NC2CCCCC2)c2cccs2)c1 (stereo not given)	-3	-4	-0.2	-0.7	i	3	-3	3	4	-5
CCOc1ccc(N2C(=O)CC(N)C2=O)cc1 (stereo not given)	-4	2	0.1	-1.5	i	-1	1	16	0	2
COc1ccccc1C(=O)NC(=O)COC(=O)CN1C(=O)NC(C)(C)C1=O	2	-2	-0.8	0.0	i	-11	2	-5	0	-1
Cc1cc(-c2cc(NC=O)c3ncc(-c4cccc(C(=O)NCCN(C)C)c4)n3c2)cc(C)c1O	6	48*	-13	0.6	i	4	-4	-15	14	·
Cc1ccc(NC(=O)COc2ccc(C(=O)c3ccccc3)cc2)c(O)c1	-2	-3	1.4	-0.3	i	0	-5	-19	-2	-2
O=C(Nc1ccc(C(=O)N2CCCCC2)cc1)C1CC1	-3	5	-0.9	-0.5	i	2	3	11	-2	-8
O=c1c2[nH]c3ccccc3c2ncn1CCN1CCOCC1	2	3	-0.9	-0.3	i	6	3	-2	-2	7
COc1ccc(OC)c(NC(=O)CSc2nnc(CNC(=O)c3cccs3)o2)c1	1	-1	-0.7	-0.4	i	2	0	1	-1	-8
O=C(C[C@H]1C[C@H](C(=O)N2CCCCC2)[C@@]2(CCc3ccccc3)c3[nH]c4ccc(Cl)cc4c3CCN2C1=O)NCc1cccc(C(F)(F)F)c1	0	2	3.8	0.8	i	4	-3	3	28	8
CCCN=C(N)/C(C(=O)OCC)=C(\O)c1ccc(OC)cc1	2	-3	-1.7	-0.9	i	-5	2	0	-3	-6
CC(C)CNC(=S)N1CCN(c2nc3ccccc3s2)CC1	4	-2	-0.2	-0.4	i	4	-4	-130	-7	-9
COc1cccc(C(=O)NC2CC3CCCC(C2)N3CC(=O)Nc2ccccc2)c1 (stereo not given)	4	8	4.5	-0.6	i	62*	-9	11	9	-1
COc1ccc2c(c1)NC(C)(C)C=C2C	-2	-3	0.2	-0.9	i	1	-10	14	-3	-7
N#CC1=C(N)Oc2c(O)cc3ccccc3c2C1c1ccsc1 (stereo not given)	-2	26	2.6	-0.2	i	4	-10	1	11	-9
COc1ccc(C(=O)COC(=O)c2ccccn2)c(OC)c1	6	4	0.6	-0.3	i	-4	-4	12	5	12
COc1cc(NC(=O)c2ccccc2)c(OC)cc1NC(=O)Cc1ccc(C)cc1	2	9	1.7	-0.1	i	-2	0	3	3	0

Molecules listed so far that contain an aryl thioether with sulfur outside any ring, in the order listed:
SMILES	STEP block	SUMO1-SIM PPI	LMPTP inh	Tb MetRS inh	Rpn11 inh	CSN deneddyl inh	DNMT1 block	PABP1 MLLE inh	NadD block	Scp1 inh
COc1ccc(CCNC(=O)CCSc2nc(-c3ccco3)cc(C(F)(F)F)n2)cc1OC	2	-2	0.7	-0.5	i	-6	-4	-12	-9	-15
CCn1c(COc2ccccc2)nnc1SCC(=O)C(C)(C)C	-3	-1	-1.3	-1.4	i	-9	-1	-31	2	-1
Fc1ccc(-c2nnc(CSc3nnc(-c4ccc5c(c4)OCO5)o3)o2)cc1	0	2	-1.1	0.4	i	2	3	-30	-3	-6
CC(C)(C)c1ccc(NC(=O)CSc2nnc(-c3n[nH]c4ccccc34)o2)cc1	-2	0	4.2	-0.6	i	-2	-14	-125	6	-9
COc1ccc(OC)c(NC(=O)CSc2nnc(CNC(=O)c3cccs3)o2)c1	1	-1	-0.7	-0.4	i	2	0	1	-1	-8

(continued)
SMILES	STEP block	SUMO1-SIM PPI	LMPTP inh	Tb MetRS inh	Rpn11 inh	CSN deneddyl inh	DNMT1 block	PABP1 MLLE inh	NadD block	Scp1 inh
Cc1nc2ccc(NC(=O)c3ccco3)cc2nc1C	-1	3	1.6	-0.9	i	4	0	2	-9	1
CCOC(=O)c1oc2c(CN3CCN(C)CC3)c(O)c(CC)cc2c(=O)c1-c1nc2ccccc2s1	-1	3	-1.6	0.9	i	0	1	-4	-8	6
N#C/C=C/N1CCC(Cc2ccccc2)CC1	-1	0	1.3	0.0	i	0	0	-13	-6	-1
C=CCn1c(SCc2cccc3ccccc23)nnc1-c1cccnc1	3	-6	-0.4	0.3	i	-4	0	-6	-1	0
O=C1C2CCCN2C(=O)N1CCCN1CCN(c2ccc([N+](=O)[O-])cc2)CC1 (stereo not given)	2	-25	-1.2	0.0	i	-1	-3	0	-1	-5
Clc1ccc(CN2CCN(c3ncccn3)CC2)cc1	0	-2	-1.4	-0.4	i	4	1	-2	-1	-7
COc1ccc(OC)c(C2=NOC(C(=O)NCc3ccccn3)C2)c1 (stereo not given)	2	4	0.9	-0.6	i	1	4	0	-6	2
CS(=O)(=O)N(CC(O)CON=C1c2ccccc2-c2ccccc21)c1ccc(F)cc1 (stereo not given)	0	-13	1.9	-1.0	i	-1	-7	1	-10	5
